Screening data deposited in PubChem BioAssay by Broad Institute.
TcdB GH inh = blocks C. difficile toxin B glycohydrolase activity | AID 652162 | TcdB glycohydrolase enzymatic assay, plate reader | P18177 | inhibition, % at 9.99 µM | 0.24% of 350,000 active; in the data active = inhibition above about 10%
Target sequence (P18177 whole entry, looked up): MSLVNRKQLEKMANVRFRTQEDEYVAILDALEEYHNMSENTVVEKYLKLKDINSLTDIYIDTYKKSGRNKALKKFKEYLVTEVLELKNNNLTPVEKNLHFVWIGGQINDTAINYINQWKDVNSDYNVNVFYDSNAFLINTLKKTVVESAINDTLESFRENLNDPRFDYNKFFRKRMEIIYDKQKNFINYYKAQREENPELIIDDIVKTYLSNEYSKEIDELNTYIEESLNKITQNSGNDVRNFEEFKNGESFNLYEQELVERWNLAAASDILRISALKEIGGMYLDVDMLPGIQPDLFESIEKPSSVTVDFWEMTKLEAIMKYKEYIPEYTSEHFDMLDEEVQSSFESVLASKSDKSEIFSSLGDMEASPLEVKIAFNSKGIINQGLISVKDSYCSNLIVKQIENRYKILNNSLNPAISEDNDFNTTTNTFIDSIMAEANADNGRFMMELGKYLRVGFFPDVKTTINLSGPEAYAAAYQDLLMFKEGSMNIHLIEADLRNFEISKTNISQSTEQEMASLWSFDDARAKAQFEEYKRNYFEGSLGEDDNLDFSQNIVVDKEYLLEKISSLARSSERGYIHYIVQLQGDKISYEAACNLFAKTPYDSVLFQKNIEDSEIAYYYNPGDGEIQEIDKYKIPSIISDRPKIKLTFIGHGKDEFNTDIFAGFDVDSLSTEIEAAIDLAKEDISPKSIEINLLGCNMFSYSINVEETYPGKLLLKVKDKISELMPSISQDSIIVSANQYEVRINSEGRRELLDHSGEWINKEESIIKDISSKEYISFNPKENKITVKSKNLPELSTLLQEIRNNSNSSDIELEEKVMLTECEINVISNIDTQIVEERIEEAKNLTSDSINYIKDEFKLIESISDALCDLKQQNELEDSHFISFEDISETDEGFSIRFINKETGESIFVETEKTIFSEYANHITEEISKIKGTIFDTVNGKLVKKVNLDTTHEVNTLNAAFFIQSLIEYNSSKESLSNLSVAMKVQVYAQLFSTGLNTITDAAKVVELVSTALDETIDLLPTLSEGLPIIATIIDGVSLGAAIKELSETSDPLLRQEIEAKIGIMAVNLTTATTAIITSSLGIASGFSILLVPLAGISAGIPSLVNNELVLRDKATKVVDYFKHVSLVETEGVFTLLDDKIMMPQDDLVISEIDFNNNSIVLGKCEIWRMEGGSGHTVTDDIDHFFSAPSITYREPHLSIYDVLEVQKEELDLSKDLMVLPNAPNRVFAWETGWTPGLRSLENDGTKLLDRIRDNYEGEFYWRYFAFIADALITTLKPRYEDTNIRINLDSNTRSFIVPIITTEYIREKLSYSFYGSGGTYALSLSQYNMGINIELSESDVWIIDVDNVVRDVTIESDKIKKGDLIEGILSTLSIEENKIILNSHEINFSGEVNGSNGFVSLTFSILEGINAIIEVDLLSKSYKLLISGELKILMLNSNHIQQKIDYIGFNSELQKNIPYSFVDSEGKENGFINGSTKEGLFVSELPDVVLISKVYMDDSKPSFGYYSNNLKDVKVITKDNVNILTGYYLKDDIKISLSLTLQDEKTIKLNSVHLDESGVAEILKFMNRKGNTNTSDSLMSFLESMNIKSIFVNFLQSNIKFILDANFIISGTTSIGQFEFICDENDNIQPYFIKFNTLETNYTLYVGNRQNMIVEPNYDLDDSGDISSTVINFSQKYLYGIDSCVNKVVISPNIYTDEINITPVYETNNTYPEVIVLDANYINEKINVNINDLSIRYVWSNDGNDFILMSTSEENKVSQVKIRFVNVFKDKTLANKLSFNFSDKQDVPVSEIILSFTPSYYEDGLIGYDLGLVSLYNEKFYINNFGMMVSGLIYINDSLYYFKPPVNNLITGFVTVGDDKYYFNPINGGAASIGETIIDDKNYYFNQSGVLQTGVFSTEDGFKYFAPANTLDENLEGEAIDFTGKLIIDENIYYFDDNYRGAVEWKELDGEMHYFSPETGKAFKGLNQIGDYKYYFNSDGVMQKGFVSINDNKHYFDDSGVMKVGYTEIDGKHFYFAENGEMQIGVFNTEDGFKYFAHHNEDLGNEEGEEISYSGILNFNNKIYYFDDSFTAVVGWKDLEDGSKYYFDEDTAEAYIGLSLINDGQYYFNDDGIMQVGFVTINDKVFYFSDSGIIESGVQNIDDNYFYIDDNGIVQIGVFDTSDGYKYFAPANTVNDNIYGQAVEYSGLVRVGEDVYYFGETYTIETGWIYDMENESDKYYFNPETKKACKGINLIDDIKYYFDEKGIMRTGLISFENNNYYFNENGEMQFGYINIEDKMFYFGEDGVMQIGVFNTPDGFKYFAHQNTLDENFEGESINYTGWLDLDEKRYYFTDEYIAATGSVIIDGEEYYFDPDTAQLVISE
The depositor's hits bear a star. Only part of the results is shown. The share of hits here may be higher or lower than overall.

How did C[C@@H]1CN([C@@H](C)CO)C(=O)CCCn2cc(nn2)CO[C@@H]1CN(C)C(=O)Oc1ccc2ccccc2c1 do in these assays?
TcdB GH inh: 0.1

How did C[C@@H]1CN([C@H](C)CO)C(=O)Cc2cc(NC(=O)NC3CCCCC3)ccc2O[C@H]1CN(C)S(=O)(=O)c1cn(C)cn1 do in these assays?
TcdB GH inh: 0.3

How did O=C(Cc1ccccn1)NCC[C@@H]1CC[C@H](NS(=O)(=O)c2ccc(Cl)cc2)[C@H](CO)O1 do in these assays?
TcdB GH inh: -0.8

What do the screens show for `C[C@H](CO)N1C[C@H](C)[C@@H](CN(C)C(=O)Cc2ccccc2)Oc2ncc(C#CC3(O)CCCC3)cc2C1=O`?
TcdB GH inh: 0.6

Results for Cc1noc(C)c1S(=O)(=O)Nc1ccc2c(c1)C(=O)N([C@H](C)CO)C[C@@H](C)[C@H](CN(C)C)O2 ?
TcdB GH inh: -0.1

What do the screens show for `C[C@H](CO)N1C[C@H](C)[C@@H](CN(C)C(=O)NC2CCCCC2)Oc2ccc(NC(=O)C3CC3)cc2CC1=O`?
TcdB GH inh: -1.6

How did O=C(C1CC1)N1C[C@H]2[C@@H](c3ccccc31)[C@@H](CO)N2C(=O)c1ccccc1F do in these assays?
TcdB GH inh: -0.7

Results for COc1cccc(C#Cc2ccc([C@@H]3[C@@H](CO)N4C(=O)CN(C(=O)c5ccccc5)C[C@@H]34)cc2)c1 ?
TcdB GH inh: -0.3

Results for Cc1ccc(S(=O)(=O)Nc2ccc3c(c2)C(=O)N([C@H](C)CO)C[C@@H](C)[C@@H](CN(C)Cc2ccncc2)OCCCC[C@H](C)O3)cc1 ?
TcdB GH inh: -0.1

Results for CCCNC(=O)N[C@H]1CC[C@@H](CC(=O)NCCc2ccccc2)O[C@@H]1CO ?
TcdB GH inh: -1.8

How did O=C([C@@H]1[C@@H](CO)[C@@H]2Cn3c(ccc(-c4cccnc4)c3=O)[C@H]1N2CC1CC1)N1CCCCC1 do in these assays?
TcdB GH inh: -2.4

What do the screens show for `C[C@@H]1CN([C@@H](C)CO)C(=O)c2cc(C#CC3(O)CCCC3)cnc2O[C@H]1CN(C)Cc1ccccc1`?
TcdB GH inh: 0.3

What do the screens show for `CCCNC(=O)N1[C@H](CO)[C@H]2c3ccccc3N(C)C[C@H]21`?
TcdB GH inh: -0.3

Results for COc1ccccc1CN1[C@@H](CO)[C@@H]2c3ccccc3N(C(=O)c3ccc(F)cc3)C[C@@H]21 ?
TcdB GH inh: 0.0

Results for O=C(C[C@H]1CC[C@H](NC(=O)c2cccc(F)c2)[C@H](CO)O1)Nc1nccs1 ?
TcdB GH inh: 0.6

What do the screens show for `C[C@@H]1CCCCO[C@H](CN(C)S(=O)(=O)c2ccc(Cl)cc2)[C@H](C)CN([C@H](C)CO)C(=O)c2cc(NS(=O)(=O)c3cn(C)cn3)ccc2O1`?
TcdB GH inh: 0.5

Results for CN(C)C(=O)[C@H]1[C@H](CO)[C@H]2Cn3c(ccc(C4=CCCC4)c3=O)[C@@H]1N2S(=O)(=O)c1cn(C)cn1 ?
TcdB GH inh: 0.3

Results for Cc1ccc(S(=O)(=O)Nc2cccc3c2O[C@H](CN(C)S(=O)(=O)c2ccc(C)cc2)[C@@H](C)CN([C@@H](C)CO)C3=O)cc1 ?
TcdB GH inh: -1.9

Results for C[C@@H]1CN([C@H](C)CO)C(=O)c2cc(Br)cnc2O[C@@H]1CN(C)C(=O)c1cccnc1 ?
TcdB GH inh: -0.5

What do the screens show for `O=C([C@@H]1[C@@H](CO)[C@@H]2Cn3c(ccc(-c4ccccc4F)c3=O)[C@H]1N2C(=O)C1CCC1)N1CCOCC1`?
TcdB GH inh: 0.6

How did C[C@H]1CCCCO[C@H](CN(C)Cc2ccc(C(=O)O)cc2)[C@@H](C)CN([C@@H](C)CO)C(=O)c2cc(NC(=O)Cc3ccccc3)ccc2O1 do in these assays?
TcdB GH inh: -0.3

Results for COCC#Cc1cnc2c(c1)C(=O)N([C@@H](C)CO)C[C@@H](C)[C@@H](CN(C)S(=O)(=O)c1ccccc1)O2 ?
TcdB GH inh: -0.1

Results for CC(C)NC(=O)Nc1ccc2c(c1)C(=O)N([C@@H](C)CO)C[C@@H](C)[C@@H](CN(C)C(=O)Nc1ccc3c(c1)OCO3)OCCCC[C@@H](C)O2 ?
TcdB GH inh: 1.3

Results for COc1ccc(CN(C)C[C@@H]2Oc3c(NC(=O)c4ccc(-c5nccs5)cc4)cccc3C(=O)N([C@@H](C)CO)C[C@H]2C)cc1 ?
TcdB GH inh: -0.3

As a working copy, 5 of the compounds above.
Results for COc1ccccc1CN1[C@@H](CO)[C@@H]2c3ccccc3N(C(=O)c3ccc(F)cc3)C[C@@H]21 ?
TcdB GH inh: 0.0

Results for O=C(C[C@H]1CC[C@H](NC(=O)c2cccc(F)c2)[C@H](CO)O1)Nc1nccs1 ?
TcdB GH inh: 0.6

What do the screens show for `C[C@@H]1CCCCO[C@H](CN(C)S(=O)(=O)c2ccc(Cl)cc2)[C@H](C)CN([C@H](C)CO)C(=O)c2cc(NS(=O)(=O)c3cn(C)cn3)ccc2O1`?
TcdB GH inh: 0.5

Results for CN(C)C(=O)[C@H]1[C@H](CO)[C@H]2Cn3c(ccc(C4=CCCC4)c3=O)[C@@H]1N2S(=O)(=O)c1cn(C)cn1 ?
TcdB GH inh: 0.3

Results for Cc1ccc(S(=O)(=O)Nc2cccc3c2O[C@H](CN(C)S(=O)(=O)c2ccc(C)cc2)[C@@H](C)CN([C@@H](C)CO)C3=O)cc1 ?
TcdB GH inh: -1.9

The list continues:
How did CCCNC(=O)N1CC2(C1)[C@@H](c1ccccc1)[C@H](CO)N2CC1CC1 do in these assays?
TcdB GH inh: -1.3

Results for C[C@@H]1CN([C@H](C)CO)C(=O)c2cccc(NC(=O)c3ccc(-c4nccs4)cc3)c2O[C@@H]1CN(C)CC1CCCCC1 ?
TcdB GH inh: 1.3

What do the screens show for `CO[C@@H]1CN(C)C(=O)c2cc(NC(=O)NC(C)C)ccc2OC[C@@H](C)N(C)C[C@H]1C`?
TcdB GH inh: -1.0

Results for O=C(Nc1ccccc1)N[C@@H]1CC[C@@H](CCn2cc(-c3ccccc3F)nn2)O[C@@H]1CO ?
TcdB GH inh: 0.3

How did C[C@@H]1CN([C@@H](C)CO)C(=O)c2cc(C3=CCCCC3)cnc2O[C@H]1CN(C)C(=O)c1cccc(F)c1 do in these assays?
TcdB GH inh: 1.2

How did CO[C@H]1CN(C)C(=O)c2cc(NC(=O)C3CC3)ccc2OC[C@H](C)N(CC2CCCC2)C[C@H]1C do in these assays?
TcdB GH inh: 0.2

Results for COc1ccc2c3c([nH]c2c1)[C@H](CO)NCC31CCN(C(=O)Nc2ccc(F)cc2F)CC1 ?
TcdB GH inh: -1.0

How did Cc1ccc(S(=O)(=O)N(C)C[C@H]2OCCCC[C@H](C)Oc3ccc(NS(=O)(=O)c4ccccc4)cc3C(=O)N([C@H](C)CO)C[C@H]2C)cc1 do in these assays?
TcdB GH inh: 1.9

What do the screens show for `C[C@H]1CN([C@@H](C)CO)C(=O)c2c(c3ccccc3n2C)-c2ccccc2CO[C@@H]1CN(C)C(=O)c1ccc(F)cc1`?
TcdB GH inh: 1.0

How did O=C([C@@H]1[C@@H](CO)[C@@H]2Cn3c(cccc3=O)[C@H]1N2C(=O)c1ccccc1)N1CCCCC1 do in these assays?
TcdB GH inh: -0.6

Results for CO[C@H]1CN(C)C(=O)c2cc(NC(C)=O)ccc2OC[C@H](C)N(C(=O)Cc2cccnc2)C[C@H]1C ?
TcdB GH inh: -0.5

How did C[C@@H]1CN([C@H](C)CO)C(=O)c2cc(NC(=O)Nc3cccc4ccccc34)ccc2O[C@@H]1CN(C)Cc1ccc(Cl)c(Cl)c1 do in these assays?
TcdB GH inh: -0.2

How did CCC(=O)Nc1ccc2c(c1)OC[C@H](C)NC[C@H](C)[C@@H](OC)CN(C)C2=O do in these assays?
TcdB GH inh: -0.1

Results for C[C@H]1CN([C@@H](C)CO)C(=O)CCCn2cc(nn2)CO[C@H]1CN(C)Cc1cccnc1 ?
TcdB GH inh: 0.7

What do the screens show for `C[C@H](CO)N1C[C@H](C)[C@@H](CN(C)C)Oc2c(NC(=O)C3CCOCC3)cccc2C1=O`?
TcdB GH inh: -0.6

What do the screens show for `C[C@H](CO)N1C[C@H](C)[C@H](CN(C)Cc2ccc(F)cc2)Oc2ncccc2C1=O`?
TcdB GH inh: -1.1

Results for COCC(=O)Nc1ccc2c(c1)[C@@H]1C[C@@H](CC(=O)N[C@@H](C)c3ccccc3)O[C@@H](CO)[C@@H]1O2 ?
TcdB GH inh: 0.6

What do the screens show for `CC(C)CC#Cc1ccc2c(c1)O[C@H](CN(C)Cc1cccnc1)[C@H](C)CN([C@H](C)CO)S2(=O)=O`?
TcdB GH inh: 1.8

What do the screens show for `C[C@H](CO)N1C[C@H](C)[C@@H](CN(C)C(=O)Nc2cccc3ccccc23)Oc2c(NS(=O)(=O)c3ccc(F)cc3)cccc2C1=O`?
TcdB GH inh: 0.5

What do the screens show for `Cc1noc(C)c1S(=O)(=O)Nc1ccc2c(c1)C(=O)N([C@H](C)CO)C[C@H](C)[C@@H](CN(C)C(=O)C1CCCCC1)OCCCC[C@H](C)O2`?
TcdB GH inh: 0.3

Results for COc1ccc(NC(=O)N(C)C[C@H]2Oc3ncc(C#C[C@H](C)O)cc3C(=O)N([C@@H](C)CO)C[C@H]2C)cc1 ?
TcdB GH inh: -0.3

How did COc1ccc2c3c(n(C)c2c1)[C@H](CO)N(C(=O)Nc1ccc(F)cc1)CC31CCN(C)CC1 do in these assays?
TcdB GH inh: -2.0

What do the screens show for `C[C@@H]1CCCCO[C@H](CN(C)Cc2ccc(C(=O)Nc3ccccc3N)cc2)[C@@H](C)CN([C@H](C)CO)C(=O)c2cc(NS(=O)(=O)c3ccc(Cl)cc3)ccc2O1`?
TcdB GH inh: 0.3

What do the screens show for `CC(C)NC(=O)N1[C@H](CO)[C@H](c2ccccc2)C12CN(C(=O)c1ccccn1)C2`?
TcdB GH inh: 0.0

Results for CC(C)NC(=O)Nc1ccc2c(c1)CC(=O)N([C@@H](C)CO)C[C@H](C)[C@H](CN(C)S(=O)(=O)c1cn(C)cn1)O2 ?
TcdB GH inh: 0.3

Results for CC=Cc1ccc2n(c1=O)C[C@@H]1[C@@H](CO)[C@H](C(=O)NCCOC)[C@H]2N1Cc1nccs1 (mixture of isomers) ?
TcdB GH inh: 0.5

How did C/C=C/c1ccc([C@@H]2[C@H]3CN(C(=O)Nc4ccc(F)cc4)CCCCN3[C@H]2CO)cc1 do in these assays?
TcdB GH inh: 0.0

How did C[C@@H]1CN([C@H](C)CO)C(=O)c2cc(NC(=O)c3ccccc3)ccc2O[C@@H](C)CCCCO[C@H]1CN(C)C(=O)Nc1ccccc1 do in these assays?
TcdB GH inh: -1.7

What do the screens show for `COc1ccc2c3c([nH]c2c1)[C@@H](CO)N(C(=O)Nc1ccc(F)cc1)CC31CN(S(=O)(=O)c2ccccc2)C1`?
TcdB GH inh: 0.1

What do the screens show for `O=C(C1CCOCC1)N1C[C@@H]2[C@H](c3ccccc31)[C@@H](CO)N2C(=O)c1ccccc1`?
TcdB GH inh: 0.2

How did CN1CCN(C(=O)C[C@H]2CC[C@@H]3[C@H](COC[C@H](O)CN3Cc3cccc(Cl)c3)O2)CC1 do in these assays?
TcdB GH inh: -0.8

Results for CNC[C@@H]1Oc2ccc(NC(=O)NC(C)C)cc2CC(=O)N([C@H](C)CO)C[C@H]1C ?
TcdB GH inh: -0.7

What do the screens show for `C[C@H](CO)N1C[C@H](C)[C@H](CN(C)C(=O)Nc2ccccc2)Oc2ccc(NC(=O)C3CCCCC3)cc2CC1=O`?
TcdB GH inh: -0.5

How did CN(C)C(=O)c1ccc(-c2ccc3c(c2)[C@@H]2[C@@H](CCN2C(=O)C2CCCCC2)[C@H](CO)N3C)cc1 do in these assays?
TcdB GH inh: -1.5

Results for CO[C@@H](CN(C)C(=O)c1ccccc1F)[C@@H](C)CN([C@@H](C)CO)S(=O)(=O)c1ccc(Cl)cc1 ?
TcdB GH inh: -0.2

How did COc1ccc(NC(=O)N(C)C[C@H]2Oc3c(cccc3N(C)C)C(=O)N([C@@H](C)CO)C[C@@H]2C)cc1 do in these assays?
TcdB GH inh: 0.7

3 entries already listed, ordered by count of non-hydrogen atoms, low to high.
Results for CC=Cc1ccc2n(c1=O)C[C@@H]1[C@@H](CO)[C@H](C(=O)NCCOC)[C@H]2N1Cc1nccs1 (mixture of isomers) ?
TcdB GH inh: 0.5

How did COc1ccc(NC(=O)N(C)C[C@H]2Oc3c(cccc3N(C)C)C(=O)N([C@@H](C)CO)C[C@@H]2C)cc1 do in these assays?
TcdB GH inh: 0.7

What do the screens show for `COc1ccc2c3c([nH]c2c1)[C@@H](CO)N(C(=O)Nc1ccc(F)cc1)CC31CN(S(=O)(=O)c2ccccc2)C1`?
TcdB GH inh: 0.1

Further compounds
Results for CN1CCN(C(=O)C[C@@H]2C[C@H]3c4cc(NS(C)(=O)=O)ccc4O[C@H]3[C@@H](CO)O2)CC1 ?
TcdB GH inh: -0.7

Results for C[C@H]1CN([C@@H](C)CO)C(=O)c2c(c3ccccc3n2C)-c2ccccc2CO[C@H]1CN(C)Cc1ccccc1 ?
TcdB GH inh: -2.0

What do the screens show for `COc1ccc(CN(C)C[C@H]2Oc3ccc(NS(=O)(=O)c4ccccc4)cc3C(=O)N([C@@H](C)CO)C[C@@H]2C)cc1`?
TcdB GH inh: -2.6

Results for O=C(C[C@H]1C[C@H]2c3cc(NS(=O)(=O)c4ccccc4)ccc3O[C@H]2[C@@H](CO)O1)NCC1CC1 ?
TcdB GH inh: 0.5

What do the screens show for `O=C(C[C@@H]1C[C@H]2c3cc(NC(=O)C4CCC4)ccc3O[C@H]2[C@@H](CO)O1)NC1CCCC1`?
TcdB GH inh: -0.9

Results for Cc1noc(C)c1NC(=O)Nc1ccc2c(c1)C(=O)N([C@H](C)CO)C[C@H](C)[C@H](CN(C)C(=O)NC1CCCCC1)O2 ?
TcdB GH inh: -4.0

How did O=C(NC[C@H]1[C@H](c2ccccc2)[C@H](CO)N1Cc1ccccn1)C1CC1 do in these assays?
TcdB GH inh: -0.6

How did CN1C(=O)c2cc(NC(=O)Cc3cccs3)ccc2OC[C@H]2O[C@H](CC(=O)NCc3ccc(-c4ccccc4)cc3)CC[C@@H]21 do in these assays?
TcdB GH inh: 1.1

What do the screens show for `CCCNC(=O)N[C@@H]1C=C[C@H](CC(=O)NCCc2ccccc2)O[C@H]1CO`?
TcdB GH inh: -0.2
